High-throughput results deposited in PubChem by National Center for Advancing Translational Sciences (NCATS).
GAA inhib – inhibitors of human lysosomal alpha-glucosidase; Potency, µM (doses to about 76.9 µM), inactives show at the highest dose activity change, negative = inhibition, actives largely listed as inhibitors; AID 1466; actives 0.005% (n = 200,000); purified human GAA, 4-MU-alpha-glucoside fluorescence; P10253;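 note: plate controls were uninhibited enzyme wells for no effect and no-enzyme background for full effect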
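Human alpha-glucosidase, 4 nM, pre-mixed with test compounds before 400 uM 4-methylumbelliferyl substrate; 20 min room temperature at pH 5.0. Fluorescence read after pH 10 stop; AC50 values from Hill-equation fits.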
Epigenetic reg – regulators of epigenetic silencing causing reporter derepression in mouse cells; Potency, µM (titrated, usually from 53.9 µM), for inactives: top-dose GFP activation, most hits filed as activators; actives 0.2% (n = 280,000); murine LDR cells, GFP reporter derepression, 30 h; AID 1865; note: % of control where 0% means no effect; nearly all actives have a fitted effect of over 60% in size
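In this reporter-derepression format, murine cells bearing a silenced integrated CMV-GFP locus incubate with test compound (30 h, 37 C), then are washed and imaged; fluorescent objects of 20–120 um count as induced cells.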
NPSR antagonist – neuropeptide S receptor (human) antagonism, cAMP. Q6W5P4. CHO-NPSR cells, cAMP TR-FRET, antagonist mode. Potency, µM (top dose mostly 38.3 µM), for inactives: at the top dose activity change, negative = inhibition, actives largely listed as inhibitors. actives 1% (n = 220,000). AID 1461; note: % is set by controls: 0 for no effect and ±100 for the full control effect; nearly all actives have a fitted effect of over 50% in size; many of its hits are not listed in these tables
Target sequence (Q6W5P4 whole entry, looked up): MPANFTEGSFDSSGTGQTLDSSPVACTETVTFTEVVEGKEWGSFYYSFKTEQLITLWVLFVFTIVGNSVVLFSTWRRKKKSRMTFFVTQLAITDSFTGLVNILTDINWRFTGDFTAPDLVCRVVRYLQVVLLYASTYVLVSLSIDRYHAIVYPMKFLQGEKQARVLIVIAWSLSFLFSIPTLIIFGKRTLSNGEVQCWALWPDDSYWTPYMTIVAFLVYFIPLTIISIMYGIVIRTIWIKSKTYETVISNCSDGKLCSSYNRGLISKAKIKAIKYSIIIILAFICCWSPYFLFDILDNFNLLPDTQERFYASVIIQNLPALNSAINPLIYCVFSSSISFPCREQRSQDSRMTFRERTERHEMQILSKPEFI
ALDH1A1 block – ALDH1A1 (human) enzyme inhibition; Purified ALDH1A1, NADH fluorescence, propionaldehyde substrate; actives 7.3% (n = 220,000); P00352; Potency, µM (top dose mostly 75.3 µM), without a hit: at the highest dose activity, negative = inhibition, hits mostly inhibitors; AID 1030; active = well fitted inhibition curve with a large enough effect, not every such curve was filed as active; inconclusive = small, poorly fitted or top-dose-only effect, or another doubt; inactive = no such curve, though single readings can be large or run the other way;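 note: plate controls were no enzyme wells and a reference inhibitor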
Target sequence (P00352 whole entry, looked up): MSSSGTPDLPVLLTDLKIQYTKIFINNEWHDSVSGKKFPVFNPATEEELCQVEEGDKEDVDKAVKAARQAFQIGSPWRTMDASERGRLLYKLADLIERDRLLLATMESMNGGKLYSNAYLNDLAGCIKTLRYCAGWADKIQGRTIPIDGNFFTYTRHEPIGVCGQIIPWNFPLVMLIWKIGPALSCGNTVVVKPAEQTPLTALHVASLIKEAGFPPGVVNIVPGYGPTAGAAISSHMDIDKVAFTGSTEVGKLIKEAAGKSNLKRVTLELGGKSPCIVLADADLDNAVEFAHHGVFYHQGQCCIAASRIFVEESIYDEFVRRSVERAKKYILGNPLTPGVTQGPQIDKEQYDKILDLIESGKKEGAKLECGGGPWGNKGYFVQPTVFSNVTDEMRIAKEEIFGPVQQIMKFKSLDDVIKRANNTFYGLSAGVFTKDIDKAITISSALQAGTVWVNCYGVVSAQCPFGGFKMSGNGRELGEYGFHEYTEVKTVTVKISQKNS
Tau fluor counter – counter-screen for tau fibril formation inhibitors | tau K18 P301L (four-repeat tau fragment) Alexa594 fluorescence, heparin fibrillization | Potency, µM (series often up to 57.7 µM), inactives show at the top dose activity change, negative = decrease | actives 0.93% (n = 280,000) | AID 1463; note: % is set by controls: 0 for no effect and ±100 for the full control effect; nearly all actives have a fitted effect of over 55% in size
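Human K18 P301L tau (15 uM unlabeled plus 0.24 uM Alexa 594-labeled, final) in 100 mM sodium acetate pH 7 was mixed with compound and 20 uM heparin and incubated 6 hr at 37 C.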
GAA glycogen mod – alters human alpha-glucosidase cleavage of glycogen. Potency, µM (doses to about 76.4 µM), for the others: top-dose activity change, negative = inhibition, hits mostly inhibitors. actives 0.38% (n = 300,000). P10253. AID 2100. recombinant GAA, glycogen substrate, Amplex Red glucose oxidase fluorescence;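 note: 0% = full enzyme reaction and -100% = no-enzyme basal signal; the screen sought inhibitors and activators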
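Recombinant human alpha-glucosidase (4 nM final) hydrolysed bovine liver glycogen (30 ug) for 40 min at 37 C in pH 5.0 citrate/phosphate with 0.01% Tween-20. Released glucose detected by glucose oxidase/Amplex Red, Ex 573/Em 610 nm. Compounds up to 77 uM; AC50 from Hill fits.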
aGlu spleen mod – inhibits or activates alpha-glucosidase in human spleen homogenate | P10253 | human spleen homogenate, 4-MU-alpha-glucoside fluorescence | Potency, µM (doses to about 79.9 µM), for inactives: at the top dose activity change, negative = inhibition, actives largely listed as inhibitors | actives 0.006% (n = 240,000) | AID 2112;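 note: 0% = enzyme with vehicle and -100% = no enzyme basal signal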
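Human spleen homogenate (1 ug) with 4-methylumbelliferyl-alpha-D-glucopyranoside (1 mM final) in 50 mM citrate/phosphate pH 5.0, 0.01% Tween-20; 40 min at 37 C. Stopped at pH 10; 4-MU fluorescence Ex 365/Em 440 nm; AC50 by Hill fit.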
GLA spleen mod – alpha-galactosidase A (human) modulation; actives 0.008% (n = 240,000); human spleen homogenate, 4MU-alpha-Gal fluorescence, 40 min; P06280; Potency, µM (titrated, usually from 80 µM), for the others: top-dose activity change, negative = inhibition, usual class: inhibitors; AID 2107;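 note: 0% = enzyme with vehicle and -100% = no enzyme basal signal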
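Human spleen homogenate (1 ug) as enzyme source, 4-methylumbelliferyl-alpha-D-galactopyranoside 1 mM final, citrate/phosphate pH 5.0 with 0.01% Tween-20. Compounds 40 min at 37C, NaOH/glycine stop; fluorescence Ex 365/Em 440, Hill-fit AC50.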
Starred values were filed as active, the others as inactive; ? = inconclusive; . = not tested or not shown; [ ] = another dose, or the depositor's remark. Unless noted, calls come from the whole dose curve; as a rule, active = well fitted curve in the direction sought with a large enough effect; inconclusive = small, poorly fitted or top-dose-only effect, or another doubt; inactive = no such curve, though single readings can be large; an effect the other way counts as inactive or inconclusive. Potency is the fitted concentration of half-maximal effect.

SMILES | GAA inhib | Epigenetic reg | NPSR antagonist | ALDH1A1 block | Tau fluor counter | GAA glycogen mod | aGlu spleen mod | GLA spleen mod
O=C(NNc1nc2ccc(F)cc2s1)c1cccc(F)c1 | -11% | -6.4% | -7% | -7% | -13% | 19% | 1% | -10%
Cc1cccc(Sc2ccc([N+](=O)[O-])cn2)c1 | 2% | -0.9% | -3% | -6% | -4% | 18% | -4% | -5%
CC(Sc1nc(-c2ccccc2)cs1)C(=O)Nc1ccc(Cl)cn1 (configuration not stated) | -5% | -1.0% | -15% | 18% | -25% | -13% | -3% | 3%
O=C(c1ccc(CN2CCc3ccccc3C2)cc1)N1CCN(c2ccccc2)CC1 | 6% | -3.2% | 6% | ? | -10% | -7% | -3% | 7%
Cc1ccc(S(=O)(=O)N(C)C)cc1NC(=O)CN1CCN(Cc2ccccc2)CC1 | -5% | -2.7% | 6% | 1% | -1% | 0% | -11% | -5%
Cc1ccc(OCCC(=O)OCC(=O)NCCc2ccccc2)cc1 | -6% | 0.4% | 6% | 0% | 3% | -5% | 5% | 1%
O=C(NCCN1CCN(S(=O)(=O)c2ccc([N+](=O)[O-])cc2)CC1)C(=O)Nc1ccccc1 | -7% | -0.5% | 15% | -12% | 6% | -12% | 6% | 4%
CC1(c2ccccc2)NC(=O)N(CC(=O)NC(=O)NC2CCCC2)C1=O (configuration not stated) | 3% | 2.1% | -22%[46.1 µM] | 13µM* | 2% | -5% | 3% | 1%
Cc1ccc(S(=O)(=O)N(C)/C(=N/S(=O)(=O)c2ccccc2)c2ccccc2)cc1 | 9% | -1.3% | -17%[46.1 µM] | ? | -11% | -6% | -16% | -4%
CCN(CC)S(=O)(=O)c1ccc(Cl)c(C(=O)Oc2cccc(-c3cnc4ccccc4n3)c2)c1 | -6% | -0.7% | -16%[46.1 µM] | 5% | -24% | 3% | 2% | -14%
Cc1cc(C)nc(NC(=O)C(c2ccccc2)c2ccccc2)n1 | 8% | -1.1% | -12%[46.1 µM] | -12% | -1% | 6% | 3% | 5%
Cc1cccn2c(=O)c(C=O)c(N3CCCCCC3)nc12 | -3% | -1.0% | 4%[46.1 µM] | 11µM* | -15% | -2% | -10% | 1%
CC(C)Cc1nnc(NC(=O)CCC(=O)N2CCN(c3ccccn3)CC2)s1 | 0% | -1.5% | -7%[46.1 µM] | ? | -8% | -6% | -8% | -3%
O=C1c2ccccc2CCC12N=NCC2c1ccc(Br)cc1 (configuration not stated) | -3% | 1.0% | ? | -4% | -18% | -1% | 0% | 3%
COc1ccc(/C(N)=N/OC(=O)CCCc2ccccc2)cc1 | -5% | 0.0% | 5% | 9% | -1% | 8% | -2% | 1%
CCN(c1ccccc1)S(=O)(=O)c1ccc(C(=O)NCCCn2ccnc2)cc1 | -12% | 6.8% | -19% | 8% | 5% | 11% | -8% | 6%
COc1ccc(/C(O)=C2/C(=O)C(=O)N(CCN3CCOCC3)C2c2cccnc2)cc1OC (configuration not stated) | -6% | -0.8% | 17%[46.1 µM] | 25µM* | 1% | -12% | -2% | -2%
CC(C)S(=O)(=O)c1csc(NC(=O)Nc2ccc(Cl)cc2)c1Cl | . | -0.3% | 15%[7.67 µM] | . | 25µM*[quencher] | -8% | -15% | 7%
CCCCNC(=O)c1ccccc1NC(=O)CCC | 4% | 1.1% | 5% | 16% | 4% | 10% | -2% | -8%
COc1ccccc1NCCC(=O)OCC(=O)NC1CCCC(C)C1C (configuration not stated) | ? | -1.0% | 15% | -2% | -15% | -10% | 1% | 5%
Cc1nc2c(ncn2-c2ccccc2)c(=O)n1NC(=O)CN1CCCC1 | . | 2.0% | 2% | . | -17% | 1% | 7% | 2%
CCCCN(C(=O)NC(=O)Nc1cc(C)ccc1C)S(C)(=O)=O | 2% | 6.4% | -10%[46.1 µM] | -21% | -3% | -4% | 3% | 8%
Cc1ccc(NS(C)(=O)=O)c(C(=O)c2ccccc2)c1 | -11% | -2.3% | -11%[46.1 µM] | -3% | -2% | 2% | -4% | -2%
CN(C)c1cc(O)c(C(=S)Nc2ccccc2)c(N(C)C)c1 | ? | -0.8% | ? | -11% | ? | ? | -5% | -4%
COc1ccccc1NC(=O)Nc1nnc(-c2ccco2)s1 | 11% | 0.7% | -26%[46.1 µM] | ? | ? | -7% | -1% | -5%
SMILES | GAA inhib | Epigenetic reg | NPSR antagonist | ALDH1A1 block | Tau fluor counter | GAA glycogen mod | aGlu spleen mod | GLA spleen mod
COc1ccc(-n2cc(CNCc3cccnc3)c(-c3cccc(F)c3)n2)cc1 | -4% | -2.3% | -32% | ? | -26% | 4% | 6% | 5%
COc1cc(C)nc(NC(=S)N(C)C(=O)c2ccccc2)n1 | . | 0.0% | 17% | . | -11% | -7% | 0% | 5%
O=C(Cn1[nH]c(=O)c2ccccc2c1=O)N1CC=C(c2ccccc2)CC1 | -3% | -0.6% | -8%[46.1 µM] | 5% | -9% | 2% | -18% | 0%
COc1ccc(NC(=O)c2cc(-c3ccccc3OC)on2)cc1 | 0% | 1.0% | 16%[46.1 µM] | 15% | . | -16% | -4% | -14%
Cc1c(NC(=O)c2cc(=O)[nH]c(=O)[nH]2)c(=O)n(-c2ccccc2)n1C | 2% | -2.4% | 20%[7.67 µM] | -10% | -7% | -9% | 3% | 10%
CC(C)C(=O)Nc1nnc(SCC(=O)N2c3ccccc3CC2C)s1 (configuration not stated) | ? | -2.0% | -11%[46.1 µM] | 9% | -14% | 11% | -7% | -2%
Oc1c(Cl)cc(Cl)cc1CNn1cnnc1 | 8% | 0.0% | -10% | -3% | 4% | -3% | 18% | 13%
Cc1ccc(S(=O)(=O)Nc2nc(C)cc(-n3nc(C)cc3C)n2)cc1 | 2% | 1.7% | 4%[46.1 µM] | -4% | 0% | 0% | 4% | 8%
N#Cc1ccc(COC(=O)c2ccc(N3CCCC3)c([N+](=O)[O-])c2)cc1 | ? | 1.1% | -20%[46.1 µM] | ? | ? | -8% | 2% | -2%
Cc1cc(C)n2nc3nc(N4CCCC4)nc(-c4ccccc4)c3c2n1 | -9% | -1.1% | -21%[46.1 µM] | ? | -2% | 5% | 1% | 11%
O=C1C(c2ccc(F)cc2)N(Cc2ccc3c(c2)OCO3)C(=O)CN1C1CCCC1 (configuration not stated) | -4% | -1.0% | -7%[46.1 µM] | ? | -3% | 3% | -7% | -6%
Cc1ccc(CNC(=O)CCS(=O)(=O)c2cc(Br)cc3c2N(C(=O)C2CC2)CC3)o1 | -1% | -0.5% | 22%[46.1 µM] | 10µM* | 1% | 3% | 0% | 7%
CCC(c1nnnn1Cc1ccccc1)N(Cc1cc2cc(OC)ccc2[nH]c1=O)CC1CCCO1 (configuration not stated) | -23% | -3.2% | ? | ? | -2% | 5% | -17% | ?
COc1ccccc1N(CC(=O)N/N=C/c1ccccc1C(=O)O)S(C)(=O)=O | 2% | -1.3% | -9% | 18% | -7% | 4% | -2% | -1%
COc1ccc(/C=N/NC(=O)c2cc(-c3cccn3C)n[nH]2)cc1OC | 3% | 0.2% | 2% | ? | -23% | 1% | 2% | -1%
COc1ccc(C)cc1-n1c(SCC(=O)Nc2cc(C)on2)nc2sc(C)c(C)c2c1=O | -4% | 4.0% | ? | 7% | -18% | 0% | -8% | -8%
O=C(c1ccccc1Br)N1CCC(c2nc3ccccc3s2)CC1 | 12% | 0.5% | 10% | -5% | -6% | 14% | 3% | 4%
O=S(=O)(Nc1cccc(-c2ccc3nncn3n2)c1)c1cccs1 | -1% | 1.1% | -20% | -9% | -15% | -25% | 2% | 6%
CCOC(=O)c1ccc(NC(=O)Cn2nnc(-c3ccc(F)cc3)n2)cc1 | 2% | 0.0% | -10%[46.1 µM] | 1% | -3% | 0% | -8% | 1%
Cc1ccc(/C=N/OC(=O)c2nn(C)cc2Cl)cc1 | 1% | 3.6% | 20% | 2% | -10% | -2% | 5% | 4%
Cc1cc(OCCN2CCCCC2)nc2ccccc12 | -3% | 0.0% | -8%[46.1 µM] | -1% | -4% | 10% | 2% | 6%
COc1ccc(/C=C/C(=O)OCCC(C)C)cc1 | . | 2.5% | . | -5% | -14% | . | 0% | 5%
O=C(Nc1cnn(Cc2ccc(F)cc2)c1)c1noc2c1CCCC2 | -6% | 0.0% | -3% | -9% | -24% | 1% | 2% | 3%
CN(C)c1ccc(/C=N/NC(=O)c2sccc2-n2cccc2)cc1 | -1% | 1.3% | -27% | 20µM* | -22% | 2% | . | -9%
C[C@]12C[C@H](O)CC(CO)(CO)C1[C@H](O)C[C@@]13CC4[C@@H](CC12)[C@@]4(C)C3 (some centres not stated) | . | 0.0% | . | -11% | -3% | . | 3% | 2%
SMILES | GAA inhib | Epigenetic reg | NPSR antagonist | ALDH1A1 block | Tau fluor counter | GAA glycogen mod | aGlu spleen mod | GLA spleen mod
CCOc1ccccc1NC1=CC(=O)CC(c2ccccc2)C1 (configuration not stated) | -9% | 1.3% | 1.3µM* | -10% | 3% | 1% | 2% | 4%
CCN(CC)C(=O)c1ccc(Cn2cc([N+](=O)[O-])cn2)o1 | ? | 1.6% | -12% | 9% | 2% | -5% | 7% | 0%
Cc1cc(NS(=O)(=O)c2ccc(NC(=O)COc3ccc(Cl)cc3)cc2)no1 | ? | -0.8% | -12%[46.1 µM] | 4% | 4% | -1% | -1% | -2%
Cc1ccc(-n2c(C)cc(C(=O)COc3cccnc3[N+](=O)[O-])c2C)cc1 | -13% | 1.1% | -13% | ? | -28% | -4% | -13% | 3%
COc1ccc(NC(=O)C2CCCN2C(=O)OC(C)(C)C)cc1 (configuration not stated) | 11% | -6.2% | 40% | 4% | -8% | 5% | 4% | 8%
COc1ccccc1C(=O)N1CCN(c2cccc(C(F)(F)F)c2)CC1 | -1% | 0.6% | 13%[7.67 µM] | -7% | -6% | -8% | -20% | -8%

A portion of the library; rates above refer to the full screens.
